IkB sig inh = suppresses IkB signaling in ABC-DLBCL reporter cells | ABC-DLBCL IkBa-CBG/CBR dual luciferase ratio, 4 h; response scale: scaled: untreated 0%, proteasome inhibitor 100% | Potency, µM (titrated, usually from 57.1 µM), for the others: at the highest dose IkBa stabilization activation | hit rate 0.04% among 110,000; active means well fitted curve in the direction sought with a large enough effect in the signal ratio, not every such curve was filed as active; inconclusive means small, poorly fitted or top-dose-only effect, or a change in a side signal; the % refers to the signal ratio;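 further: the direction sought is a rising ratio; 0% = basal untreated cells and 100% = reference inhibitor full response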
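In this assay, an IκBα–CBG68 fusion accumulates when IKK-driven degradation is blocked; native CBR normalizes for cell number. OCI-Ly3 cells were treated 4 h with compound and doxycycline, then green and red light read after Chroma-Glo addition.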
p53ts 39C tox = cytotoxicity in p53ts cells at nonpermissive temperature; H1299-p53A138V viability at 39C, ATP luminescence, 24 h; Potency, µM (highest dose often 46.1 µM), for the others: top-dose activity change, negative = cell killing, hits mostly cytotoxic; hit rate 1.5% among 130,000; AID 902; further: nearly all actives have a fitted effect of over 55% in size
p53ts 32C kill = kills p53ts cells at the permissive temperature; hit rate 0.93% among 130,000; Potency, µM (highest dose often 46.1 µM), without a hit: at the highest dose activity change, negative = cytotoxicity, most hits filed as cytotoxic; H1299-p53A138V at 32C, ATP luminescence viability, 24 h;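 further: 0% = DMSO and -100% = full killing by reference compound; nearly all actives have a fitted effect of over 55% in size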
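H1299-p53 A138V cells (temperature-sensitive p53) exposed 24 h to up to 46 uM compound at 32C, where p53 is wild-type in conformation. Viability read as ATP luminescence and normalised to DMSO and 100 uM tamoxifen. AC50 fitted with the Hill equation.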
Imprint erasure = induces erasure of genomic imprints in mouse ES cells. mouse ES Peg3-LacZ reporter, beta-gal luminescence, 40 h. Potency, µM (titrated, usually from 60.7 µM), inactives show top-dose activity change, positive = activation, usual class: activators. hit rate 0.02% among 110,000. AID 1948;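 further: 0% = negative control wells on the plate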
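Gelatin-coated wells received 300 freshly trypsinized female ES cells with a Peg3LacZ-Neo reporter on the maternal allele, then incubated 40 hours at 37C. BetaGlo was added for 5 minutes at room temperature before a single luminescence read.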
An asterisk follows results filed as active; ? = inconclusive; . = not tested or not shown; [ ] = remark or other dose. Unless noted, the call rests on the fitted dose curve; in most records, active means well fitted curve in the direction sought with a large enough effect; inconclusive means small, poorly fitted or top-dose-only effect, or another doubt; inactive means no such curve, though single readings can be large; an effect the other way counts as inactive or inconclusive. Unless noted, on the % scale 0 is the no-effect control and ±100 the full control effect; potency means the concentration at half of the fitted maximal effect.

Short keys – A = IkB sig inh; B = p53ts 39C tox; C = p53ts 32C kill; D = Imprint erasure
> Cc1ccc(-c2noc(-c3ccc(N4CCN(C)CC4)c([N+](=O)[O-])c3)n2)cc1
  A = -1.7%	B = -36%	C = -8%	D = -9%[10.9 µM]

> COC(=O)c1cnn2c3c(c(C)nc12)CCCC3
  A = 1.1%	B = -18%	C = -18%	D = -30%[inhibitor]

> O=C(CSc1nnc(Cc2ccccc2)o1)NC1CCCCC1
  A = 0.2%	B = 0%	C = 7%	D = -24%

> CCC(C)(C)NC(=O)C(c1ccc(C)o1)N(C(=O)c1csnn1)c1cccc(F)c1 (configuration not stated)
  A = .	B = 11%	C = 5%	D = .

> C=C(C)Cn1c(SCC(=O)c2ccc(Br)cc2)nc2sc3c(c2c1=O)CCCC3
  A = ?	B = -6%	C = -10%	D = 22%[10.9 µM]

> COc1ccc(N(CC(=O)NCc2ccc3c(c2)OCO3)S(=O)(=O)c2c(C)nn(C)c2C)cc1
  A = 1.2%	B = 19%	C = -2%	D = 1%

> Cc1ccc(C)c(N2CCN(C(=O)CC3Sc4ccccc4NC3=O)CC2)c1 (configuration not stated)
  A = ?	B = -18%	C = -11%	D = -23%

> Cc1csc(SCC(=O)c2ccc(S(=O)(=O)N3CCOCC3)cc2)n1
  A = 0.7%	B = -7%	C = -1%	D = 6%

> CCN(CC(=O)Nc1ccccc1C(=O)OC)S(=O)(=O)c1ccc(OC)cc1
  A = 1.3%	B = 7%	C = 4%	D = -5%

> CCOc1cc(C(=O)NCc2nc(-c3cccc(C)c3)no2)cc(OCC)c1OCC
  A = -0.8%	B = 17%	C = 0%	D = -7%[10.9 µM]

Remaining list, next part.
Short keys – A = IkB sig inh; B = p53ts 39C tox; C = p53ts 32C kill; D = Imprint erasure
> O=C(NCCSc1ccccc1)c1ccco1
  A = -0.1%	B = -9%	C = -8%	D = -46%[inhibitor]

> COc1ccc(-n2nc3cc(C)c(NC(=O)c4ccc(-c5ccc(Cl)cc5)o4)cc3n2)cc1
  A = -0.8%	B = 6%	C = 3%	D = -13%[10.9 µM]

> Cc1cccc(OCC(=O)Nc2ccc3c(c2)nc(CCNC(=O)c2ccco2)n3C)c1
  A = ?	B = -12%	C = -12%	D = -9%[10.9 µM]

> CCOC(=O)C1=C(C)Nc2ccccc2N=C1NC(=O)c1cccc(S(=O)(=O)N(C)C)c1
  A = -0.8%	B = -6%	C = 5%	D = -9%

> CSc1cccc(NC(=O)CC(c2cccs2)N2Cc3ccccc3C2=O)c1 (configuration not stated)
  A = -1.9%	B = -8%	C = 6%	D = 11%[10.9 µM]

> O=C(CN1C(=O)NC(Cc2ccccc2)C1=O)Nc1ccccc1 (configuration not stated)
  A = 5.9%	B = -15%	C = -8%	D = -6%

> CCCCC(=O)Nc1ccc(N2CCN(S(C)(=O)=O)CC2)cc1
  A = 2.6%	B = -1%	C = 2%	D = 12%

> COc1cc(OC)cc(C(=O)Nc2ccc(-n3cnnn3)c(C)c2)c1
  A = 3.0%	B = -20%	C = -19%	D = -88%[inhibitor]

> COc1ccc(CNC(=O)c2cc3c(=O)[nH]c4ccccc4c3s2)cc1
  A = 2.0%	B = 20%	C = -5%	D = 15%[10.9 µM]

> CCS(=O)(=O)NCC(c1ccco1)N1CCN(c2ccccc2)CC1 (configuration not stated)
  A = -1.7%	B = -9%	C = -13%	D = -10%[10.9 µM]

The final 3 compounds of the part before come first, to join the parts:
Short keys – A = IkB sig inh; B = p53ts 39C tox; C = p53ts 32C kill; D = Imprint erasure
> COc1cc(OC)cc(C(=O)Nc2ccc(-n3cnnn3)c(C)c2)c1
  A = 3.0%	B = -20%	C = -19%	D = -88%[inhibitor]

> COc1ccc(CNC(=O)c2cc3c(=O)[nH]c4ccccc4c3s2)cc1
  A = 2.0%	B = 20%	C = -5%	D = 15%[10.9 µM]

> CCS(=O)(=O)NCC(c1ccco1)N1CCN(c2ccccc2)CC1 (configuration not stated)
  A = -1.7%	B = -9%	C = -13%	D = -10%[10.9 µM]

> CC(=O)c1cccc(NC(=O)CSc2nc3c(c(=O)[nH]2)CCC3)c1
  A = 2.3%	B = -14%	C = 4%	D = -9%[10.9 µM]

> Cn1c(C(=O)NCCCN2CCN(c3ccccc3F)CC2)cc2c(=O)[nH]c3ccccc3c21
  A = 1.5%	B = -5%	C = -2%	D = -11%

> CCN(CC)S(=O)(=O)c1cccc(-c2nnc(SCC(=O)NC)n2CCc2ccccc2)c1
  A = -0.2%	B = -8%	C = 2%	D = -10%

> O=C(NCCS(=O)(=O)N1CCN(c2ccc(F)cc2)CC1)c1ccccc1Br
  A = 1.3%	B = -17%	C = -12%	D = -8%[10.9 µM]

> Cc1ccc(C(=O)NCc2ccc(Cl)c(Cl)c2)o1
  A = 2.8%	B = 1%	C = -4%	D = 7%

> O=C(C1CCN(S(=O)(=O)c2cccs2)CC1)N1CCN(c2ccccc2F)CC1
  A = ?	B = 4%	C = 9%	D = 19%[10.9 µM]

> CCN(CC)c1ccc2cc(C(=O)Nc3cccnc3N3CCOCC3)c(=O)oc2c1
  A = 0.1%	B = 0%	C = -9%	D = -12%

> COc1ccccc1-n1ncc2c(=O)[nH]c(SCC(=O)Nc3cccc(F)c3)nc21
  A = -1.1%	B = -4%	C = 21%	D = -9%[10.9 µM]

> Cc1ccc(S(=O)(=O)NC(CC(=O)NCc2ccco2)c2ccco2)cc1 (configuration not stated)
  A = -0.8%	B = -11%	C = 2%	D = -10%

> O=C(NCc1ccccc1)NC1(C(=O)N2CCN(c3ncccn3)CC2)CCCCC1
  A = 0.1%	B = -4%	C = -6%	D = -4%

Next section.
Short keys – A = IkB sig inh; B = p53ts 39C tox; C = p53ts 32C kill; D = Imprint erasure
> CCCCOC(=O)Nc1nc(CC(=O)OCC)cs1
  A = -0.5%	B = -3%	C = -4%	D = -13%

> Clc1ccc(CCNC(c2ccc(Cl)cc2)c2nnc(-c3ccccc3)o2)cc1 (configuration not stated)
  A = ?	B = -6%	C = 3%	D = -8%[10.9 µM]

> CC(C)Cc1ccc(S(=O)(=O)N2CCC(c3ccncc3)CC2)cc1
  A = -1.1%	B = -16%	C = -6%	D = -20%[10.9 µM]

> CCn1c2ccccc2c2nnc(N3CCN(c4cccc(Cl)c4)CC3)nc21
  A = ?	B = -3%	C = -10%	D = -8%[10.9 µM]

> CSc1nc2c(c(=O)[nH]1)C(c1cccs1)C1=C(CCCC1=O)N2 (configuration not stated)
  A = 0.2%	B = 18%	C = -2%	D = 1%

> Cc1ccc(CSc2nncn2-c2ccccn2)cc1
  A = .	B = 2%	C = -3%	D = .

> CCN1CCN(c2cc(C)c3cc(NC(=O)c4cc(OC)cc(OC)c4)ccc3n2)CC1
  A = -5.1%	B = 2.5µM*	C = ?	D = -12%[10.9 µM]

> O=C(NCc1ccccn1)c1ccc(N2CCCC2=O)cc1
  A = -1.0%	B = -12%	C = -4%	D = -20%

> CC1CCN(C(=O)CN(C2CCCCC2)S(C)(=O)=O)CC1
  A = 0.8%	B = 14%	C = 0%	D = 4%

> Cc1ccc(C)n1-c1nnc(N2CCC(C(=O)NCc3ccc(F)cc3)CC2)s1
  A = 3.1%	B = -8%	C = -6%	D = -8%[10.9 µM]

(cont.)
Short keys – A = IkB sig inh; B = p53ts 39C tox; C = p53ts 32C kill; D = Imprint erasure
> COc1ccc2cc(CCNC(=O)c3c(-c4ccccc4Cl)noc3C)c(=O)[nH]c2c1
  A = 0.7%	B = -10%	C = 9%	D = -18%

> COc1cccc(C2c3c(-c4ccccc4O)n[nH]c3C(=O)N2Cc2cccnc2)c1 (configuration not stated)
  A = ?	B = -14%	C = 11%	D = 8%[10.9 µM]

> CCOC(=O)CN1CC23C=CC(O2)C(C(=O)Nc2ccc(OC)cc2OC)C3C1=O (configuration not stated)
  A = 1.3%	B = -3%	C = 2%	D = -9%

> Cc1ccc(NS(=O)(=O)c2ccc3c(c2)C(C(C)C)C(=O)N3)cc1C (configuration not stated)
  A = 0.3%	B = 5%	C = 7%	D = -10%[10.9 µM]

> CCOc1cccc(OCCOCCN(C)Cc2ccccc2)c1
  A = 0.3%	B = -6%	C = -6%	D = -12%

> Cc1ccc(-n2nc3c(N4CCC(C(=O)NC5CCCCC5)CC4)nnc(C)c3c2C)cc1
  A = ?	B = -5%	C = 11%	D = 2%[10.9 µM]

> CCCNc1ncnc2nc[nH]c12
  A = -1.5%	B = 17%	C = -3%	D = -10%

> COc1cc(NS(=O)(=O)c2ccc3c(c2)OCC(C(=O)N2CCCC2)O3)cc(OC)c1 (configuration not stated)
  A = -0.7%	B = ?	C = 1%	D = -13%[10.9 µM]

> Cc1ccc2c(C(=O)CN3CCCCC3CCO)c(C)[nH]c2c1 (configuration not stated)
  A = 0.9%	B = 13%	C = 1%	D = -2%

> CCC(=O)Nc1ccccc1-c1nc2ccccc2n(CC(=O)Nc2ccccc2OC)c1=O
  A = 0.0%	B = -5%	C = -3%	D = -13%[10.9 µM]

Next section
Short keys – A = IkB sig inh; B = p53ts 39C tox; C = p53ts 32C kill; D = Imprint erasure
> Cc1ccc(N(CC(=O)NC2CCCCCC2)S(=O)(=O)c2c(C)nn(C)c2C)cc1
  A = 1.9%	B = -7%	C = -16%	D = 1%

> C/C(NC1CCCCC1)=C(/C#N)C(=O)NCCN1CCOCC1
  A = 2.8%	B = 2%	C = 5%	D = -19%

> COc1ccc(-c2coc3cc(OC(C)=O)cc(OC(C)=O)c3c2=O)cc1
  A = .	B = -27%	C = ?	D = -13%

> CCc1ccc2[nH]c(=O)c(CN(CCCN3CCOCC3)C(=O)Nc3ccc(F)cc3)cc2c1
  A = ?	B = -14%	C = -7%	D = -10%

> Cc1ccc2nc(CN3CCN(S(=O)(=O)c4ccc(C(C)C)cc4)CC3)oc2c1
  A = ?	B = 16%	C = 5%	D = -13%[10.9 µM]

> O=C1CC(N2CCN(C(c3ccccc3)c3ccccc3)CC2)C(=O)N1 (configuration not stated)
  A = 0.2%	B = 5%	C = 11%	D = -33%[inhibitor]

> N#Cc1ccc(C(c2nnnn2CCc2ccccc2)N2CCCCCC2)cc1 (configuration not stated)
  A = 0.5%	B = -3%	C = 9%	D = -15%

> COc1ccc(OC)c(NS(=O)(=O)c2ccc3[nH]c4c(c3c2)CCCCC4)c1
  A = ?	B = -18%	C = 13%	D = -7%[10.9 µM]

> Cn1ccnc1SCC(=O)Nc1ccc2c(c1)COC2=O
  A = -1.0%	B = 1%	C = -5%	D = -2%

> COC(=O)c1ccc(Oc2nc3c(c(=O)n(C)c(=O)n3C)n2Cc2ccc(Cl)c(Cl)c2)cc1
  A = -0.2%	B = 8%	C = 1%	D = 6%[10.9 µM]

(more compounds)
Short keys – A = IkB sig inh; B = p53ts 39C tox; C = p53ts 32C kill; D = Imprint erasure
> O=C(Nc1nc2c(s1)CCCC2)C1CCCN1C(=O)c1cccs1 (configuration not stated)
  A = 0.0%	B = -2%	C = -1%	D = -10%

> COc1cc(CN2CCc3nc(N4CCN(c5ncccn5)CC4)ncc3C2)cc(OC)c1OC
  A = 7.8%	B = -4%	C = -9%	D = -19%[10.9 µM]

> Cc1ccc(CCNC(=O)CS(=O)Cc2nc(-c3ccccc3C)oc2C)cc1 (configuration not stated)
  A = ?	B = -16%	C = 3%	D = 13%[10.9 µM]

> COc1ccc(NC(=O)CCCOc2cc(=O)n(C)c3ccccc23)c(OC)c1
  A = 5.9%	B = -22%	C = 4%	D = -8%[10.9 µM]

> CC1=C(C)[N+](=O)C2CCCCC2N1[O-] (configuration not stated)
  A = 0.7%	B = 11%	C = 4%	D = 6%

> CCNc1cc2n(c(=O)n1)CCc1cc(OC)c(OC)cc1-2
  A = 3.3%	B = -7%	C = 6%	D = -13%

> COc1ccc(NC(=O)N2CCCC3(CCN(C(=O)c4ccncc4)CC3)C2)cc1
  A = -1.5%[11.4 µM]	B = 11%	C = 0%	D = .

> CC(=O)C1=C(C)NC(=O)NC1c1cc(Br)ccc1OCC(N)=O (configuration not stated)
  A = 3.2%	B = 1%	C = -11%	D = -7%

> O=C(NCc1cccc(Cl)c1)c1cc2c(s1)-c1ccccc1SC2
  A = 4.8%	B = -24%	C = 8%	D = 5%[10.9 µM]

> COc1ccc2nc(N3CCCC(O)C3)c(C#N)cc2c1 (configuration not stated)
  A = ?	B = ?	C = ?	D = .

> CCc1nn(CC(=O)Nc2c(C)cc(C)cc2C)c(=O)c2cc3sccc3n12
  A = -1.8%	B = 17%	C = 8%	D = 13%[10.9 µM]

> Cc1cccc(OC(=O)CSc2nnc(-c3cccs3)o2)c1C
  A = -0.2%	B = -3%	C = 2%	D = -9%[10.9 µM]

Bioassay records as filed in PubChem BioAssay.
